GLP-1R inv ag = inverse agonists of human GLP-1 receptor; 410,000 compounds, 1.6% hits; AID 624417; HEK293 GLP-1R CRE-luciferase, luminescence, 24 h; GLP-1R form is constitutively active; Potency, µM (series often up to 38.3 µM), inactives show at the top dose activity change, negative = inhibition, actives largely listed as inhibitors; P43220; also: % is scaled to controls: 0 for no effect and ±100 for the full control effect; nearly all actives have a fitted effect of over 55% in size
Target sequence (P43220 whole entry, looked up): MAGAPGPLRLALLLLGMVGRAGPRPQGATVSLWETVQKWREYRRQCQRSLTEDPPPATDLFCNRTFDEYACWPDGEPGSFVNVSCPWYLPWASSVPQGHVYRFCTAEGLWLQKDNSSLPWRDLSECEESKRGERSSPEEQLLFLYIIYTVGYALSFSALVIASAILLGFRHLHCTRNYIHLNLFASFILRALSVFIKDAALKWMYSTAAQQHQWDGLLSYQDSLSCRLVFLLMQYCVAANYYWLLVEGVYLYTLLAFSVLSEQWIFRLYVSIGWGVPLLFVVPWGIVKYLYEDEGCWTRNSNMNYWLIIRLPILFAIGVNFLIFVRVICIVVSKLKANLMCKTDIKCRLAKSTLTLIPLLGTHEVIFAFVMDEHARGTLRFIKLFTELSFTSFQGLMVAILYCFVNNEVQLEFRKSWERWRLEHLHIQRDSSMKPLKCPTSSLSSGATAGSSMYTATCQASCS
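Constitutively active GLP-1R drives a cAMP-responsive luciferase in stably transfected HEK293 cells; test compounds are added after overnight (12 h) attachment and left 24 hr, and signal loss in luminescence marks inhibition.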
KB-3-1 tox = KB-3-1 parental cell cytotoxicity. KB-3-1 viability, CellTiter-Glo ATP luminescence, 72 h. 400,000 compounds, 1.4% hits. Potency, µM (titrated, usually from 46.1 µM), without a hit: top-dose activity change, negative = cytotoxic, usual class: cytotoxic. AID 1347075; also: % is scaled to controls: 0 for no effect and ±100 for the full control effect; nearly all actives have a fitted effect of over 60% in size
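72 h, 37 °C compound treatment of KB-3-1 parental cells; CellTiter-Glo added, 10 min, luminescence read. Data corrected against DMSO-only plates and normalized before curve fitting.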
HT1080 IDH1KD tx = toxicity to HT-1080 IDH1 knockdown cells (counter line); HT-1080 IDH1 knockdown viability, ATP luminescence, 48 h; Potency, µM (titrated, usually from 46.1 µM), without a hit: at the highest dose activity, negative = toxicity, most hits filed as cytotoxic; 360,000 compounds, 2% hits; AID 686971;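 also: 0% = DMSO wells and -100% = cell-free medium wells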
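HT-1080-IDH1KD cells (IDH1 knocked down), 750/well in RPMI with 5% FBS, treated with compound 48 h at 37 degrees C. Viability by CellTiter-Glo luminescence, normalised to DMSO and no-cell wells; concentration-response curves classed.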
KB-V1 MDR tox = kills drug-selected multidrug resistant KB-V1 cells; 400,000 compounds, 3.4% hits; AID 1347076; Potency, µM (doses to about 46.1 µM), for the others: top-dose activity change, negative = cytotoxicity, usual class: cytotoxic; KB-V1 MDR cells viability, CellTiter-Glo, 72 h; also: % is scaled to controls: 0 for no effect and ±100 for the full control effect; nearly all actives have a fitted effect of over 60% in size
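Cytotoxicity toward P-gp-expressing KB-V1 cells was determined as loss of CellTiter-Glo luminescence after 72 h at 37 degrees C. Compounds were tested in quantitative HTS format across a concentration range, with curves fitted to normalized data.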
HT1080NT lethal = kills 2HG-producing HT-1080-NT fibrosarcoma cells; 360,000 compounds, 1.6% hits; AID 686970; Potency, µM (top dose mostly 46.1 µM), inactives show at the highest dose activity, negative = less viability, most hits filed as cytotoxic; HT-1080-NT fibrosarcoma viability, CellTiter-Glo ATP luminescence, 48 h;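 also: NT is the 2HG producing partner of a matched IDH1 knockdown line; 0% = DMSO-treated cells and -100% = media-only wells without cells; nearly all actives have a fitted effect of over 55% in size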
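HT-1080-NT fibrosarcoma cells (2HG-overproducing), 750 cells/well in RPMI with 5% FBS, dosed after 2 h and incubated 48 h at 37C. CellTiter-Glo luminescence normalized to DMSO and no-cell wells; concentration-response curves fitted and classed.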
SW480 rerep = induces DNA re-replication in SW480 colon adenocarcinoma cells; 340,000 compounds, 1.8% hits; AID 624297; Potency, µM (top dose mostly 46.1 µM), for inactives: at the highest dose re-replication activation, actives largely listed as activators; SW480 DNA re-replication, Hoechst DNA content imaging, 48 h; also: % of control where 0% means no effect; nearly all actives have a fitted effect of over 55% in size
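250 cells/well; 23 nL cpd via pin tool; 48 hr, 37 C, 5% CO2; Hoechst 40 min; imager read of total nuclear intensity, ex 405/em 500-530 nm.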
GLP1R cytotox = cytotoxicity counter-screen for GLP-1 receptor inverse agonists; HEK293 cAMP-luciferase reporter cells, luminescence, 24 h; Potency, µM (series often up to 38.3 µM), for inactives: top-dose activity change, negative = inhibition, usual class: inhibitors; 410,000 compounds, 0.13% hits; AID 624418;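 also: loss of luciferase light is scored as toxicity; % is scaled to controls: 0 for no effect and ±100 for the full control effect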
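Cells in DMEM/10% Nu serum/1% pen-strep, 1536-well format. Pre-incubated 12 h, dosed with 23 nL compound, incubated a further 24 h. Luciferase detection, 12 min at room temp, luminescence.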
TDP43 rescue = rescues yeast growth from TDP-43 toxicity; TDP-43 expressing yeast growth rescue, BacTiter-Glo, 24 h; Potency, µM (titrated, usually from 46.1 µM), for inactives: top-dose growth rescue (activation), actives largely listed as activators; 410,000 compounds, 1.8% hits; AID 652104; also: % of control where 0% means no effect; nearly all actives have a fitted effect of over 50% in size
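Yeast cells expressing TDP-43 under galactose induction are exposed to compounds for 24 hr at 30 deg C. BacTiter-Glo luminescence measures growth, so protective compounds score as activators.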
GLP1R ag = activates the human GLP-1 receptor. P43220. 380,000 compounds, 0.007% hits. AID 624172. HEK293 GLP-1R CRE-luciferase, luminescence, 4-6 h; cells express a hypersensitive GLP-1R form. Potency, µM (titrated, usually from 45.6 µM), without a hit: top-dose activation, usual class: activators; also: % of control where 0% means no effect
* hit, by the source's call; ? = inconclusive; nt = not tested or not shown; [ ] = another dose, or the depositor's remark. Calls follow the shape of the dose curve; as a rule, active = well fitted curve in the direction sought with a large enough effect; inconclusive = small, poorly fitted or top-dose-only effect, or another doubt; inactive = no such curve, though single readings can be large; an effect the other way counts as inactive or inconclusive. Potency is read from the fitted curve at half-maximal effect. An unsorted share of the library; any-hit rate near 9.4%.

#	molecule	GLP-1R inv ag	KB-3-1 tox	HT1080 IDH1KD tx	KB-V1 MDR tox	HT1080NT lethal
1	O=C(NCCn1ccc2ccccc21)c1ccc(S(=O)(=O)N2CCCCC2)cc1	?	-13%	-12%	-13%	-16%
2	Cc1ccc(S(=O)(=O)N2CCN(C(=O)c3cc(S(=O)(=O)N4CCOCC4)c(Cl)cc3Cl)CC2)cc1	-10%	-1%	0%	1%	-1%
3	Cc1ccc(NC(=O)C(C)Sc2nnc(-c3cccnc3)n2-c2ccccc2)cc1 (centres undefined)	0%	6%	?	-12%	3%
4	COc1cc(C(=S)N2CCOCC2)cc(OC)c1O	34%[activator]	17%	12%	29%	?
5	COc1ccccc1C(=O)Nc1ccccc1N1CCN(S(C)(=O)=O)CC1	7%	-8%	1%	-8%	-14%
6	Cc1ccc(CNC(=O)CN(C)S(=O)(=O)c2ccc(F)cc2)cc1	16%	6%	4%	-21%	-9%
7	O=C(Nc1ccccc1)c1ccccc1CCc1ccccc1	0%	-4%	-2%	?	7%
8	Cc1cccc(NCN2C(=O)C3C4C=CC(C4)C3C2=O)c1 (centres undefined)	5%	1%	3%	3%	6%

#	SW480 rerep	GLP1R cytotox	TDP43 rescue	GLP1R ag
1	7%	-21%	4%	5%
2	-6%	-19%	17%	-2%
3	-3%	-19%	-11%	0%
4	-8%	-1%	-18%	5%
5	-7%[9.22 µM]	-9%	14%	-7%
6	-5%	-2%	14%	-6%
7	?	11%	-2%	4%
8	-5%	7%	11µM*	0%

(cont.)
#	molecule	GLP-1R inv ag	KB-3-1 tox	HT1080 IDH1KD tx	KB-V1 MDR tox	HT1080NT lethal
9	C(=N\c1nccs1)/Nc1nccs1	?	9%	5%	16%	12%
10	CC(C)c1cccc(C(C)C)c1NC1=NS(=O)(=O)c2ccccc21	-16%	1%	nt	17%	nt
11	CN1C(=O)CC(N2CCN(c3ccccc3)CC2)C1=O (centres undefined)	10%	-1%	10%	12%	9%
12	NS(=O)(=O)c1ccc(N2N=C(c3ccccc3)CC2c2ccc(Br)cc2)cc1 (centres undefined)	?	?	?	?	?
13	CNC(=S)Nc1ccc([N+](=O)[O-])cc1C	-16%	3%	2%	-1%	-7%
14	CCC(=O)NNc1ncnc2c1cnn2-c1ccccc1	-6%	10%	17%	-8%	14%
15	CCc1csc(CCNC(=O)C2CCC(=O)N(CCc3cccc(F)c3)C2)n1 (centres undefined)	12%	0%	-22%	?	0%
16	CCN1C(=NCCCOC(C)C)N[C@@H](CCc2ccccc2)[C@H](C(=O)NCCCOC(C)C)[C@H]1C	?	?	-17%	-2%	-21%

#	SW480 rerep	GLP1R cytotox	TDP43 rescue	GLP1R ag
9	-5%	6%	-7%	-9%
10	nt	-1%	11%	nt
11	3%	-6%	15%	0%
12	nt	1%	?	-3%
13	-9%	-5%	-8%	9%
14	-12%	11%	-21%	0%
15	-24%	13%	0%	4%
16	5%	-18%	16%	4%

Additional results.
#	molecule	GLP-1R inv ag	KB-3-1 tox	HT1080 IDH1KD tx	KB-V1 MDR tox	HT1080NT lethal
17	O=C(CSc1nc(-c2ccccc2)nc2cc(=O)[nH]n12)Nc1ccccc1	12%	-8%	nt	?	nt
18	CC(C)C(NS(=O)(=O)c1cccc2nsnc12)C(=O)N1CCn2c1nc1ccccc12 (centres undefined)	4%	7%	0%	15%	-1%
19	COc1ccc(-c2coc3c(C(=O)NCCN4CCOCC4)cccc23)c(C)c1	?	?	?	?	?
20	O=C(CSc1nnc(-c2c[nH]c3ccccc23)n1C1CC1)NC1CCS(=O)(=O)C1 (centres undefined)	10%	6%	16%	11%	2%
21	Nn1c(SCC(=O)Nc2ccccc2)nnc1-c1cccnc1	24%	5%	13%	29%	16%
22	Cc1ccc(C(c2nnnn2C(C)(C)C)N(Cc2ccco2)Cc2cccs2)cc1 (centres undefined)	?	16µM*	-15%	?	-7%
23	COc1ccc(C(=O)Nc2ccc(C)cc2C(=O)c2ccccc2)cc1	?	-3%	-1%	?	-1%
24	[O-][n+]1c2ccccc2c2n1CCCN=C2c1ccc(Cl)cc1	-2%	1%	-13%	-11%	-7%

#	SW480 rerep	GLP1R cytotox	TDP43 rescue	GLP1R ag
17	nt	5%	-4%	0%
18	-18%	2%	10%	4%
19	nt	-11%	?	-3%
20	nt	13%	20%	-1%
21	-3%	-3%	7%	3%
22	19%	-8%	-3%	-4%
23	8%	97%[activator]	?	1%
24	20%[9.22 µM]	-16%	-9%	0%

Five entries from above, reformatted:
19. COc1ccc(-c2coc3c(C(=O)NCCN4CCOCC4)cccc23)c(C)c1
20. O=C(CSc1nnc(-c2c[nH]c3ccccc23)n1C1CC1)NC1CCS(=O)(=O)C1 (centres undefined)
21. Nn1c(SCC(=O)Nc2ccccc2)nnc1-c1cccnc1
22. Cc1ccc(C(c2nnnn2C(C)(C)C)N(Cc2ccco2)Cc2cccs2)cc1 (centres undefined)
23. COc1ccc(C(=O)Nc2ccc(C)cc2C(=O)c2ccccc2)cc1

entry no. | 19 | 20 | 21 | 22 | 23
GLP-1R inv ag | ? | 10% | 24% | ? | ?
KB-3-1 tox | ? | 6% | 5% | 16µM* | -3%
HT1080 IDH1KD tx | ? | 16% | 13% | -15% | -1%
KB-V1 MDR tox | ? | 11% | 29% | ? | ?
HT1080NT lethal | ? | 2% | 16% | -7% | -1%
SW480 rerep | nt | nt | -3% | 19% | 8%
GLP1R cytotox | -11% | 13% | -3% | -8% | 97%[activator]
TDP43 rescue | ? | 20% | 7% | -3% | ?
GLP1R ag | -3% | -1% | 3% | -4% | 1%

The list continues:
#	molecule	GLP-1R inv ag	KB-3-1 tox	HT1080 IDH1KD tx	KB-V1 MDR tox	HT1080NT lethal
25	C[C@H](CO)N1C[C@H](C)[C@@H](CN(C)C(=O)Nc2ccccc2)Oc2c(NS(=O)(=O)c3ccccc3)cccc2C1=O	7%	0%	-2%	0%	4%
26	Cc1ccc(Cc2c(C)nc3nc(SCC(=O)NCCCN4CCCCC4)nn3c2C)cc1	?	-4%	-10%	-28%	-1%
27	CCOC(=O)C1CCCN(C(=O)c2ccc3c(c2)N(Cc2ccccc2F)C(=O)c2ccccc2S3=O)C1 (centres undefined)	9%	-1%	nt	5%	nt
28	CC(NS(=O)(=O)c1ccc(Cl)cc1)C(=O)N1CCOCC1 (centres undefined)	-7%	5%	6%	-2%	20%
29	O=C1CCC(C(=O)Nc2nnc(C3CC3)s2)=NN1	-7%	17%	10%	1%	9%
30	O=C(O)[C@@H]1Cc2c([nH]c3ccccc23)C2CCC(=O)N21 (some centres undefined)	-3%	3%	4%	8%	0%
31	CCCCCCC1/C(=N\NC(=O)c2ccccc2)CCC1C(=O)OC (centres undefined)	-15%	-8%	11%	-10%	-1%
32	COc1ccc(Cl)cc1NC(=O)c1nnn(Cc2cccc(C(F)(F)F)c2)c1N	?	0%	nt	?	nt

#	SW480 rerep	GLP1R cytotox	TDP43 rescue	GLP1R ag
25	-71%[inhibitor]	3%	-3%	-3%
26	-4%	5%	20%	7%
27	nt	-10%	27%	-1%
28	-12%	0%	-6%	9%
29	-69%[inhibitor]	16%	12%	-1%
30	-2%	4%	-1%	-1%
31	1%	-12%	-4%	-1%
32	nt	-26%	-8%	nt

Next part:
#	molecule	GLP-1R inv ag	KB-3-1 tox	HT1080 IDH1KD tx	KB-V1 MDR tox	HT1080NT lethal
33	COC(=O)CNC(=O)COC(=O)Cc1ccc(Cl)cc1	12%	7%	-3%	19%	5%
34	Cc1cccc(Oc2nc(-c3cccc([N+](=O)[O-])c3)nc3ccccc23)c1C	-3%	17%	1%	2%	-6%
35	CCCCCOC(=O)c1ccc(NC(=O)c2ccco2)cc1	2%	-12%	-8%	?	-5%
36	O=C(CCSc1ccccc1)N1CCOCC1	-22%	1%	1%	12%	-1%
37	CCOC(=O)C1Oc2ccccc2C(C(=O)OC)=C1C(=O)OC (centres undefined)	-7%	25%	8%	21%	5%
38	CCOC(=O)c1c(NC(=O)CSc2cccc[n+]2[O-])sc(C(=O)Nc2ccccc2)c1C	0%	10%	-4%	-2%	-13%
39	Cc1ccc(CC(=O)NCc2ccc(F)cc2)cc1	?	?	7.3µM*	?	9.2µM*
40	COc1ccc(CCN(C)CC(=O)Nc2ccc(F)c(Cl)c2)cc1OC	?	18%	-3%	?	-23%

#	SW480 rerep	GLP1R cytotox	TDP43 rescue	GLP1R ag
33	-17%	-14%	15%	-4%
34	-4%	1%	16%	-10%
35	-4%	-28%	-25%	12%
36	0%	8%	-8%	-8%
37	29%[9.22 µM]	-12%	10%	-8%
38	-8%	?	-10%[0.397 µM]	16%
39	18µM*	-16%	0%	8%
40	4%	-7%	2%	26%

Other records
#	molecule	GLP-1R inv ag	KB-3-1 tox	HT1080 IDH1KD tx	KB-V1 MDR tox	HT1080NT lethal
41	C=CCn1c2ccccc2c(=O)c2cc(C#CC[C@@H](C)O)ccc21	32%	-14%	-2%	-13%	-11%
42	CCOC(=O)C(C)Oc1nc(Oc2ccccc2)nc(N(C)C)n1 (centres undefined)	-13%	27%	10%	13%	-1%
43	O=C(OCc1ccccc1)c1ccc(Br)o1	2%	0%	-5%	?	1%
44	CC1CCCCN1CC(=O)Nc1sc2c(c1C#N)CCC2 (centres undefined)	?	9%	12%	-7%	10%

#	SW480 rerep	GLP1R cytotox	TDP43 rescue	GLP1R ag
41	0%[9.22 µM]	366%[activator]	4%	?
42	-10%	3%	5%	-6%
43	-6%	8%	-11%	-1%
44	-1%	-7%	4%	0%
